# BoNT-F LC inh: blocks Botulinum neurotoxin F light chain protease; Multiplex microsphere protease cleavage assay, flow cytometry; inhibition, % at 10 µM; actives 0.22% (n = 360,000); in the data active = inhibition above about 35%, passing the limit was not always enough; inconclusive = no clear call, values can overlap the other calls; note: plate controls were buffer without enzyme for full effect and enzyme alone for no effect
# Anthrax LF prot: blocks Bacillus anthracis lethal factor protease. P15917. multiplex microsphere protease cleavage assay, LF. inhibition, % at 10 µM. actives 0.12% (n = 360,000); note: plate controls were buffer without enzyme for full effect and enzyme alone for no effect
# MazEF act: activators of E. coli MazEF toxin-antitoxin RNase; activation, % at 20 µM; AID 504720; FAM/BHQ RNA-DNA oligo cleavage fluorescence, 5 h; actives 0.32% (n = 350,000); in the data active = activation above about 50%
# Target sequence (P0AE70 whole entry, looked up): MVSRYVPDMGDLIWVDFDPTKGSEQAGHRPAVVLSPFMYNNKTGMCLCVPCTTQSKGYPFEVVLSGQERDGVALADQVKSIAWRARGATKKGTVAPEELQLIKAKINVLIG
# BoNT-A LC inh2: BoNT A light chain protease inhibition; inhibition, % at 10 µM; AID 588499; multiplex microsphere protease substrate cleavage, flow cytometry; actives 0.17% (n = 360,000); note: plate controls were buffer without enzyme for full effect and enzyme alone for no effect
# PrPC surface inh: reduces human prion protein on the cell surface; P04156; cell surface PrPC, TR-FRET read-out; inhibition, % at 13.8 µM; actives 0.43% (n = 370,000); in the data active = inhibition above about 24%; note: 0% = median of the test wells and 100% = reference compound wells
# VHR inh abs: DUSP3 (human) phosphatase inhibition; inhibition, % at 13.3 µM; recombinant VHR phosphatase, pNPP absorbance; actives 0.52% (n = 290,000); in the data active = inhibition above about 50%; note: some compounds called inactive have numbers as strong as hits
# Target sequence (P51452 whole entry, looked up): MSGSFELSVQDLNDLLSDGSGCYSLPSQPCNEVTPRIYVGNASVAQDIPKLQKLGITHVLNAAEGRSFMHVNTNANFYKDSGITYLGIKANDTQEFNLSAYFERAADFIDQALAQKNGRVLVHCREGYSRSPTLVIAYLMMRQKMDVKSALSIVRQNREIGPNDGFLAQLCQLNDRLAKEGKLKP
# SARS 3CLpro inh: SARS-CoV 3CLpro protease inhibition | P0C6X7 | recombinant SARS-CoV 3CLpro, quenched FRET peptide cleavage | inhibition, % at 6 µM | actives 0.14% (n = 290,000); in the data active = inhibition above about 12%
# PriA SSB inh: blocks PriA binding to SSB C-terminal tail. AlphaScreen SSBct-PriA binding, biotinylated peptide. inhibition, % at 33 µM. actives 0.6% (n = 430,000); in the data active = inhibition mostly above about 37%, no sharp cut-off; inactive = mostly below about 20%;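 note: plate controls were negative control peptide for no effect and reference peptide for full effect; strong numbers were not always called active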
# Rv3671c inh: inhibitors of M. tuberculosis serine protease Rv3671c. inhibition, % at 5.96 µM. AID 2606. actives 0.048% (n = 320,000). P9WHR9; in the data active = inhibition above about 38%;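 note: extracellular domain of Rv3671c used as enzyme; 0% = enzyme with DMSO and 100% = no enzyme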
# Target sequence (P9WHR9 whole entry, looked up, the tested form may be a part): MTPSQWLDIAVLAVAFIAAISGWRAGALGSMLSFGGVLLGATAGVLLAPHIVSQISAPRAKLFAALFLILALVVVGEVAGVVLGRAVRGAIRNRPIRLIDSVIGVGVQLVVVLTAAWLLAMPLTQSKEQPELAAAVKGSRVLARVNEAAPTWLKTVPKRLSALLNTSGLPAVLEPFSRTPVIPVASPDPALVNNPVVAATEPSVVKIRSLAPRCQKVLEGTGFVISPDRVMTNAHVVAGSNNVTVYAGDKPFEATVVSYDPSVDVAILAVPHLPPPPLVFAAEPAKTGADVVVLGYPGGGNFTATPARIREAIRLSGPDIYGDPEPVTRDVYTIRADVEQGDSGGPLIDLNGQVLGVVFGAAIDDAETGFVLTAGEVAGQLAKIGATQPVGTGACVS
# CCHF vOTU inh: blocks the CCHF virus ovarian tumor domain protease; CCHFV vOTU protease, Pep-AMC fluorescence; inhibition, % at 11.5 µM; actives 0.55% (n = 370,000); AID 651958; in the data active = inhibition above about 30%; note: 0% = vehicle wells with enzyme and 100% = no enzyme wells
# The depositor's hits bear a star; u = inconclusive; x = no result given. Cut-off read from the data, not from the text of the source, unless noted: active = inhibition above about 30%; inconclusive = no clear call, values can overlap the other calls; inactive = below that.
# Sequence of screens – BoNT-F LC inh	Anthrax LF prot	MazEF act	BoNT-A LC inh2	PrPC surface inh	VHR inh abs	SARS 3CLpro inh	PriA SSB inh	Rv3671c inh	CCHF vOTU inh
- O=C(NCc1ccccc1)c1ccc(CS(=O)(=O)c2ccccc2)o1
→ -11	0	-8	0.6	7	2	-1	-15	-5	19
- c1ccc(-c2nn3c(C4CCCCC4)nnc3s2)cc1
→ 5	-6	-7	2.1	9	32	1	1	-7	-2
- O=c1c(F)cn(C2CCCO2)c(=O)n1Cc1ccccc1Cl (centres undefined)
→ -3	-2	2	-0.4	-5	-2	4	-2	-2	23
- NS(=O)(=O)c1ccc(NC(=O)CN2CCCc3ccccc32)cc1
→ -5	-2	4	5.9	-6	10	1	2	2	-13
- CCc1ccc(-c2nnn(CCC(=O)OC)n2)cc1
→ 0	3	3	-0.4	3	-17	-5	-35	-4	0
- O=c1c2ccccc2nnn1Cc1ccc(F)cc1
→ -4	-7	3	0.5	4	-6	-1	2	2	-4
- COC(=O)c1cc(COc2ccc3oc(C)c(C(=O)OC)c3c2)c(C)o1
→ -11	-2	0	-0.9	-1	-10	-5	-14	-12	6
- COCCNC(=O)/C(C#N)=C/c1cccs1
→ x	x	-4	x	-5	6	8	-14	3	1
- NS(=O)(=O)c1ccc(N/N=C/c2ccc(O)cc2O)c([N+](=O)[O-])c1
→ -5	-7	7	-1.7	-58	5	1	x	-2	27
- CSc1ncccc1C(=O)NCC(c1cccs1)N1CCOCC1 (centres undefined)
→ 7	7	-1	-3.4	-5	x	x	1	3	-2
- Cc1cccc(C)c1NC(=O)C(NC=O)c1ccccc1Cl (centres undefined)
→ -16	-2	4	1.3	-2	36	2	2	-4	16
- CCN(CC(=O)N1CCC(C)CC1)S(=O)(=O)c1ccc(C)cc1
→ -6	1	1	0.9	4	-9	-5	0	-3	4
- CS(=O)(=O)N1CCN(C(=O)Cc2cccs2)CC1
→ -2	-1	6	u	4	10	3	9	10	-15
- O=C(c1ccco1)N1CCN(C2CN(Cc3ccc(F)cc3)S(=O)(=O)C2)CC1 (centres undefined)
→ -2	-11	x	0.2	-2	x	x	x	x	-3
- COc1ccc(OCC(O)CNCCNc2nccc(C(F)(F)F)n2)cc1 (centres undefined)
→ u	1	10	-3.1	4	34	8	1	-2	-2
- O=C(CC1SCCNC1=O)NCc1ccccc1 (centres undefined)
→ 7	5	10	0.3	0	x	x	x	x	-1
- CC(C)Cc1nnc(NC(=O)c2ccc3c(c2)NC(=O)C(C)S3)s1 (centres undefined)
→ -1	2	-2	-4.2	2	x	x	2	-3	-8
- N#Cc1c(C(F)(F)F)cc(-c2cccs2)nc1SCc1cccnc1
→ -16	0	6	2.3	-4	13	0	-6	4	-4
- CC(C)CC(NS(=O)(=O)c1ccc2c(c1)oc(=O)n2C)C(=O)NC1CCCc2ccccc21 (centres undefined)
→ -9	0	5	-0.6	-2	25	-5	-11	0	7
- COc1ccc2[nH]c(=O)c(CN(Cc3cccs3)Cc3nnnn3C(C)(C)C)cc2c1
→ -3	-1	0	0.5	5	-8	3	5	-12	-11
- Cc1ccc2nc(-c3cccc(Br)c3)c(Cc3ccccn3)n2c1
→ 2	4	x	3.3	-1	x	x	x	x	-10
- O=C(COc1ccc([N+](=O)[O-])cc1)Nc1cccnc1
→ 0	-1	-6	0.2	3	18	7	-13	-4	-2
- Cc1cccc(C)c1NC(=O)CCS(=O)(=O)c1ccc(Br)cc1
→ -1	9	3	-1.2	-3	3	-6	-1	-1	-11
- CCS(=O)(=O)c1ccc2c(c1)NC(=O)C(CCCl)O2 (centres undefined)
→ 3	-2	0	-0.7	4	32	0	-8	-4	-13
- O=C(/C=C/c1cc([N+](=O)[O-])ccc1OC(F)F)NCc1ccc(F)cc1
→ -18	-2	5	-1.1	-27	20	3	9	-2	12
- CN=C(c1ccco1)n1c(=S)nc(-c2ccco2)n(C)c1=S
→ x	x	1	x	0	33	3	-2	-3	22
- Cc1cc(/C=C(\C#N)C(=O)Nc2ccc(F)cc2)c(C)n1-c1ccc(N2CCOCC2)c([N+](=O)[O-])c1
→ 0	-6	4	0.5	3	21	2	-5	4	-1
- COc1ccc(CNC(=O)COC(=O)C(CCSC)N2C(=O)c3ccccc3C2=O)cc1 (centres undefined)
→ 0	-4	-7	0.4	3	x	x	2	1	20
- Cc1ccc(N(C(=O)c2ccco2)C(C(=O)NC2CCCC2)c2cccnc2)cc1C (centres undefined)
→ 2	-5	8	1.3	9	-15	4	1	6	-2
- COC(=O)C1CSc2[nH]c(=O)sc2C1c1ccccc1 (centres undefined)
→ 0	-1	-7	0.5	7	-6	1	-16	8	8

# Complete entries, looked up by structure. Order of values: BoNT-F LC inh	Anthrax LF prot	MazEF act	BoNT-A LC inh2	PrPC surface inh	VHR inh abs	SARS 3CLpro inh	PriA SSB inh	Rv3671c inh	CCHF vOTU inh
# Listed for CCN(CC(=O)N1CCC(C)CC1)S(=O)(=O)c1ccc(C)cc1 = -6	1	1	0.9	4	-9	-5	0	-3	4
# Listed for CC(C)CC(NS(=O)(=O)c1ccc2c(c1)oc(=O)n2C)C(=O)NC1CCCc2ccccc21 (centres undefined) = -9	0	5	-0.6	-2	25	-5	-11	0	7
# Listed for COCCNC(=O)/C(C#N)=C/c1cccs1 = x	x	-4	x	-5	6	8	-14	3	1
# Listed for O=C(c1ccco1)N1CCN(C2CN(Cc3ccc(F)cc3)S(=O)(=O)C2)CC1 (centres undefined) = -2	-11	x	0.2	-2	x	x	x	x	-3

# Remaining list, next part
# Sequence of screens – BoNT-F LC inh	Anthrax LF prot	MazEF act	BoNT-A LC inh2	PrPC surface inh	VHR inh abs	SARS 3CLpro inh	PriA SSB inh	Rv3671c inh	CCHF vOTU inh
- O=C(CSc1ccc(F)cc1)NNC(=O)c1ccccc1Br
→ 11	-4	3	2.4	5	-29	-3	-11	4	11
- CC(C)CC(NC(=O)C1CCCCC1)C(=O)NC(C)c1ccccc1 (centres undefined)
→ -10	-9	9	-3.0	-6	10	-2	10	0	2
- COCCN(CCOC)Cc1cc(=O)oc2cc(OC)c(Cl)cc12
→ -2	3	x	0.3	-1	x	x	x	x	-15
- COc1ccc(C2CC(C)=C(C#N)S(=O)(=O)C2C#N)cc1 (centres undefined)
→ u	1	-4	-5.2	-5	-9	1	6	-3	-1
- CCOc1ccccc1/C=N/Nc1ccccc1[N+](=O)[O-]
→ -6	-2	-1	-1.5	-1	15	4	x	2	-12
- CN(CC(=O)NC(=O)NCc1ccco1)CC(=O)Nc1ccccc1Cl
→ x	x	-8	x	x	6	4	-3	-6	x
- Cc1cc(O)c(C(C)C)cc1NS(=O)(=O)c1ccccc1
→ 3	3	1	-0.1	6	19	4	-9	-8	-14
- Cn1cnnc1SCc1nc(N)nc(Nc2ccccc2)n1
→ -3	2	-11	-1.1	-1	32	3	-11	1	17
- Cc1cc2nc(-c3ccc(SCc4ccc(C(=O)O)cc4)nc3)[nH]c2cc1C
→ 12	8	-9	2.1	-1	x	3	-7	-19	-4
- Cc1ccc(COc2ccc(/C=N/NC(=O)c3ccc(CN4CCOCC4)cc3)cc2)cc1
→ 5	0	6	1.0	0	7	1	x	-13	-14
- CN=C1S/C(=C\c2ccc(N3CCCC3)c(F)c2)C(=O)N1C
→ 2	2	-20	1.3	1	2	1	-40	-2	-18
- O=C(c1[nH]c(C(F)(F)F)nc1-c1ccccc1)N1CCCN(Cc2ccc(F)cc2)CC1
→ 9	-1	x	0.4	-7	x	x	x	x	-2
- CCN1CCN(S(=O)(=O)c2cc3c(cc2Cl)NC(=O)CO3)CC1
→ -2	9	1	-0.2	-3	21	-11	-8	2	7
- CCOC(=O)c1ccccc1NC(=O)CSc1nnc(COc2ccccc2)n1CC
→ 4	8	-2	0.8	3	-8	3	-7	-6	10
- COc1ccccc1OCC(=O)Nc1ccc(NC(=O)COc2ccccc2OC)cc1
→ -1	-7	12	0.8	10	38	1	7	-2	6
- c1ccc(C2CC(c3cccs3)n3nnnc3N2)cc1 (centres undefined)
→ -10	6	2	-1.6	3	17	6	-7	-2	-1
- O=C(NCc1cccc(C(F)(F)F)c1)c1csc([C@@H]2C[C@H](O)[C@@H](CO)O2)n1
→ 3	-6	x	-0.2	4	x	x	x	x	7
- COCCNS(=O)(=O)c1ccc2c(c1)n(C)c(=O)n2C
→ -3	2	-1	0.3	8	20	5	-16	-13	-13
- COc1ccc(C(=O)c2ccccc2)c2c(O)ccc(C(=O)c3ccccc3)c12
→ 8	6	-1	1.9	1	19	1	1	2	5
- CCOC(=O)c1c(S(=O)(=O)NCC(=O)Nc2ccc(F)cc2)c(C)n(C)c1C
→ 4	0	4	1.5	5	-4	4	2	7	10
- O=C(/C=C/c1ccc(F)cc1)NC(=S)NNC(=O)c1cnccn1
→ -17	0	0	-1.5	1	-40	1	40*	10	-4
- O=C1/C(=C/c2ccccn2)COc2ccccc21
→ 1	1	4	0.1	-2	-1	-1	26	8	-12
- O=Nc1c2cc(-c3ccccc3)[nH]nc-2c2ccccc12
→ -4	0	12	0.1	-17	-11	1	-3	x	8
- O=C(CC1SC(=Nc2ccc(OC(F)F)cc2)N(CCN2CCOCC2)C1=O)Nc1ccccc1 (centres undefined)
→ -5	-8	8	-0.4	-13	-8	0	3	0	1
- CN(/N=C/c1cccnc1)c1cnn(-c2ccc(F)c(Cl)c2)c(=O)c1Cl
→ 36*	-20	-4	u	3	25	3	x	1	9
- COC(=O)c1ccc(/C=N/Nc2nc3ccccc3[nH]2)cc1
→ -2	-4	8	0.4	4	13	1	x	12	-1
- CSc1ccc(CN2CCC(n3nccc3NC(=O)C3CCOC3)CC2)cc1 (centres undefined)
→ 6	-1	-5	0.7	-3	9	0	1	-6	12
- CC(C)(C)C1CCC2(CC1)SCC(=O)N2c1ccccc1 (centres undefined)
→ 1	3	-3	0.2	8	20	6	-19	1	-1
- Cc1ccc(S(=O)(=O)N2CCOCC2)cc1NC(=O)COC(=O)COc1ccccc1[N+](=O)[O-]
→ -6	3	1	-0.8	-10	x	x	-2	1	19
- COc1ccc(C(=O)Nc2ccccc2C(=O)Nc2ccc(C(=O)O)cc2)cc1
→ u	-4	4	-1.7	0	1	0	-4	-11	8
- Cc1nn(-c2ccccc2)nc1CNC(=O)c1ncoc1-c1ccccc1
→ u	2	1	-4.9	-3	2	4	5	-6	-7
- CC1(C(=O)NS(=O)(=O)c2ccc(C#N)cc2)CCN1C(=O)C1(c2ccc(Cl)cc2)CCC1 (centres undefined)
→ -5	-2	x	-0.2	-2	x	x	x	x	7
- CC12CCC(C(=O)Nc3nc4ccc(Br)cc4s3)(OC1=O)C2(C)C (centres undefined)
→ 5	0	-1	0.2	-6	6	2	-3	-13	14
- COc1ccc(OC)c(N=c2ssnc2Cl)c1
→ 5	4	15	-0.1	0	37	3	3	-3	-6
- c1nc(NCC2(N3CCOCC3)CCCCC2)c2ccsc2n1
→ 2	-3	5	1.2	0	-4	-4	14	3	-1
- O=C(COc1ccccc1)Nc1cc(NC(=O)COc2ccccc2)cc(C(=O)O)c1
→ 5	-3	-3	-0.6	1	-1	1	-5	1	6
- CCNC(=O)NS(=O)(=O)c1cnccc1Nc1cccc(Cl)c1
→ 1	0	0	0.1	2	-20	-4	-8	-1	-16
- CS(=O)(=O)N1N=C(c2ccccc2)CC1c1cccs1 (centres undefined)
→ -4	-4	2	0.3	-3	4	1	-7	-5	-5
- O=C(COC(=O)c1ccccc1Br)NC1CCCCCCC1
→ 5	0	-14	-0.3	5	x	x	-24	-1	7
- O=C(CCn1c(=O)c2ccccc2n(Cc2cccc([N+](=O)[O-])c2)c1=O)N1CCc2ccccc2C1
→ -10	-1	-9	-0.2	7	-5	2	2	-11	10
- COC(=O)[C@@]1(Cc2ccc(OC)cc2)[C@H]2c3cc(C(=O)N4CCCC4)n(Cc4ccc(S(C)(=O)=O)cc4)c3C[C@H]2CN1C(=O)c1ccccc1
→ -8	-4	x	-0.1	2	x	x	x	x	8
- Cc1ccccc1C1=N/C(=C/c2cccs2)C(=O)O1
→ 2	-3	-11	0.7	5	11	3	2	7	0
- Cc1onc(-c2c(Cl)cccc2Cl)c1C(=O)O/N=C(\C#N)c1ccccc1
→ -5	-12	-10	0.0	6	36	4	x	-5	4

# A portion of the library; rates above refer to the full screens.
